Bioassay records from PubChem.
NRP1-CendR mod: modulators of CendR peptide binding to NRP-1, primary screen, biochemical, fluorescence polarization, uHTS; FAM-RPARPAR peptide binding to NRP-1; inhibition, % at 25 µM; hit rate 0.85% among 360,000; AID 602438, 2012;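 active means inhibition or corrected inhibition above about 18%, plus a signal ratio from 0.5 to 1.5, limit read from the data, passing the limit was not always enough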; further: strong numbers were not always called active
TbMetRS inhib: T. brucei MetRS inhibitors, primary screen, biochemical, luminescence; hit rate 0.4% among 360,000; purified T. brucei MetRS, ATP depletion, Kinase-Glo luminescence; inhibition, % at 11.9 µM;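 active means inhibition above a per-plate cutoff of the control wells' mean inhibition plus 3 SD, cut at about 5.5% in these data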;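 further: 0% = DMSO wells median and 100% = median of wells with control inhibitor compound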
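Dosing: 11.9 µM compound single dose, 0.9% DMSO; Assay system: purified T. brucei MetRS enzyme; Measured by: Kinase-Glo luciferase luminescence reporting remaining unconsumed ATP; Schedule: 15 min plus 2 h at 25 °C.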
SUMO1 PPI mod: modulators of SUMO1 protein-protein interactions, primary screen, biochemical, uHTS; Small ubiquitin-related modifier 1 (Homo sapiens), P63165; SUMO1 binding to a labelled peptide, TR-FRET, 1 h; inhibition, % at 20 µM; hit rate 0.33% among 360,000; AID 602429, 2012; in the data active means inhibition above about 37%
Neddylation inh: inhibitors of cullin neddylation, primary screen, biochemical, TR-FRET, uHTS, NAE and Ubc12; calls only at 25 µM; hit rate 0.58% among 360,000; in the data active means inhibition above about 36%
DNMT1 inh: human DNMT1 methyltransferase inhibitors, primary screen, biochemical, molecular beacon, fluorescence, HinP1I cleavage, uHTS; inhibition (reported as % activation of signal), % at 10 µM; hit rate 0.83% among 360,000; DNA (cytosine-5)-methyltransferase 1 (Homo sapiens), P26358; in the data active means inhibition above about 50%
Target sequence (P26358 504-1616 limits assumed): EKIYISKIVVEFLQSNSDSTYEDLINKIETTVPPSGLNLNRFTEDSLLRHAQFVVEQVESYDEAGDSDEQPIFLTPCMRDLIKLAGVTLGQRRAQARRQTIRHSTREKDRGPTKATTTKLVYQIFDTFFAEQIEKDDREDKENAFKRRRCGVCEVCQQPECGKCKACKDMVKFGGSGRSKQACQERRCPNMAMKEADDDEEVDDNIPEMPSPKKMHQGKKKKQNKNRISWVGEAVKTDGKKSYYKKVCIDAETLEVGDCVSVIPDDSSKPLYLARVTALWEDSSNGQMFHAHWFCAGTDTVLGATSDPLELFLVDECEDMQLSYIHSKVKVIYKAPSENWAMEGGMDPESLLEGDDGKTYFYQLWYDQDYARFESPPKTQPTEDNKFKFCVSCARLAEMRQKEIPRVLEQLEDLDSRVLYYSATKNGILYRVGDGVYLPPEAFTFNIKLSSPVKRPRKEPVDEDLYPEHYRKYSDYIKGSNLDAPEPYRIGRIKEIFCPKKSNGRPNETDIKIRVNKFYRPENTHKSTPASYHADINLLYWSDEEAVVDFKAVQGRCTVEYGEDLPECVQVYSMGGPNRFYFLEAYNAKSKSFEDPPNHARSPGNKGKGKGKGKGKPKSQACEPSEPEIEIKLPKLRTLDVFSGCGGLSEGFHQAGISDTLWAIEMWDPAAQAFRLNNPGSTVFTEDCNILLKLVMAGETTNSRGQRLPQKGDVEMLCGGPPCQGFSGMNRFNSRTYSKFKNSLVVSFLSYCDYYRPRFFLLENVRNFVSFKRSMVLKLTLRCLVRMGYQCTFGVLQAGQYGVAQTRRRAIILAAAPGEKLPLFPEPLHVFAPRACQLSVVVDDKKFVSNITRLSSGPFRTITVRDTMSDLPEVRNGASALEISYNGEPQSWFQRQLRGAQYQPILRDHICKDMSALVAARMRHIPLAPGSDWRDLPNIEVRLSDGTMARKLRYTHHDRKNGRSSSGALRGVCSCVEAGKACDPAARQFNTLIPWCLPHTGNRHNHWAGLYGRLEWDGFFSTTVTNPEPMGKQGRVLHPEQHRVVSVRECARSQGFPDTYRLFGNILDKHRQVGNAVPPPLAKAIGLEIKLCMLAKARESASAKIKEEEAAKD
SKN-1 inh: suppressors of acrylamide-induced Pgst-4::GFP reporter in worms, primary screen, SKN-1 inhibitor project, whole organism, uHTS, GFP/RFP fluorescence ratio, strain VP596; AID 624304, 2012; hit rate 0.49% among 360,000; inhibition, % at 21.8 µM; C. elegans VP596 Pgst-4::GFP/RFP ratio, 24 h;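 active means interference check ratio from 0.5 to 1.5 plus GFP to RFP signal ratio inhibition reaching or exceeding a fixed threshold, cut at about 30% in these data, passing the limit was not always enough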; further: some compounds called inactive have numbers as strong as hits
Scp1 inh: Scp-1 phosphatase inhibitors, primary screen, biochemical, colorimetric, uHTS; Carboxy-terminal domain RNA polymerase II polypeptide A small phosphatase 1 (Homo …; Recombinant Scp1, phosphopeptide, malachite green phosphate absorbance; inhibition, % at 20 µM; hit rate 0.88% among 340,000;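 active means inhibition above about 50% at 20 µM, limit read from the data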;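 further: plate controls were DMSO wells with enzyme for no effect and wells lacking enzyme for full effect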
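Material – SCP-1 phosphatase catalytic domain, residues 76-261 · Buffer or medium – Acidic Tris acetate buffer with magnesium and detergent · Also added – Phospho 17-mer peptide substrate · Compound – single 20 µM dose, 1% DMSO · Times – 45 min room-temperature reaction, 5 min colour, 30 min stabiliser · Technique – Phosphate-binding colour reagent, absorbance read at 630 nm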
NadD inh: inhibitors of S. aureus NadD, primary screen, biochemical, colorimetric, uHTS. Nicotinate-nucleotide adenylyltransferase NadD (Staphylococcus aureus N315). purified NadD enzyme, colorimetric absorbance read-out. inhibition, % at 20 µM. hit rate 0.78% among 360,000; in the data active means inhibition above about 26%; further: some compounds past the cut are filed as inactive
STEP block: STEP phosphatase inhibitors, primary screen, biochemical, fluorescence intensity, uHTS; AID 588621, 2011; hit rate 0.25% among 360,000; recombinant STEP, OMFP fluorogenic substrate; inhibition, % at 20 µM;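 active means inhibition at 20 µM, scaled per plate between control wells, above about 37%, limit read from the data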;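 further: 0% = DMSO with enzyme and substrate and 100% = substrate only without enzyme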
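Material: STEP (striatal-enriched tyrosine phosphatase) enzyme, cell-free; Compound dosing: 20 µM single dose in 1% DMSO; Technique: fluorescence read at 480 nm ex / 540 nm em; Times: reaction 20 min, ambient temperature; Medium: 50 mM Bis-Tris pH 6.0 with 2.5 mM DTT and 0.005% Tween 20; Also added: OMFP at 25 µM.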
LMPTP block: LMPTP phosphatase inhibitors, primary screen, biochemical, fluorescence intensity, uHTS | Low molecular weight phosphotyrosine protein phosphatase (Homo sapiens), P24666 | recombinant LMPTP-A, OMFP fluorogenic substrate | inhibition, % at 20 µM | hit rate 0.22% among 360,000 | AID 651560, 2012;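 active means compounds that cut the enzyme signal by at least half of the control window in the single-dose screen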;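 further: plate controls were DMSO wells with enzyme plus substrate for no effect and substrate without enzyme for full effect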
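Test system – LMPTP-A enzyme · Amount – LMPTP-A at 0.625 nM final in the reaction · Buffer or medium – Bis-Tris pH 6.0, DTT, detergent · Reagent – OMFP 400 µM · Doses – single 20 µM dose · Schedule – reaction 50 min, room temperature, dark · Detection – fluorescence intensity of OMFP turnover product · Evaluation – percent inhibition versus substrate-only and uninhibited controls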
Starred values were filed as active, the others as inactive; i = inactive; / = no result given; & = joins results of further samples. Compounds as they come; overall some 4.6% were active at least once.

1	Cc1ccc(SCC(=O)NCc2cccnc2)cc1
2	COc1ccc(CC(=O)NCc2n[nH]c(=S)n2-c2cccc(C)c2)cc1
3	CC(=O)Nc1cccc(-c2csc(Nc3cc(C)ccn3)n2)c1
4	COc1ccc(/C=C2\SC(=Nc3ccccc3OC)NC2=O)cc1
5	CCO[C@H]1OC(C(=O)N2CCCCCCC2)=C[C@@H](c2ccccc2)[C@@H]1CCCO
6	Cc1ccc2[nH]c(C(=O)N3CCN(C=O)CC3)cc2c1

entry no.,1,2,3,4,5,6
NRP1-CendR mod,17,7,8,-9,-4,4
TbMetRS inhib,-0.8,3.0,-0.4,-0.2,0.2,0.5
SUMO1 PPI mod,-3,8,2,-22,3,0
Neddylation inh,i,i,i,i,i,i
DNMT1 inh,0,-5,-24,-1,4,1
SKN-1 inh,-18,2,10,-17,-2,12
Scp1 inh,-20,0,-11,-4,-4,-8
NadD inh,1,-7,1,9,-2,8
STEP block,-1,-1,-6,1,-2,-1
LMPTP block,-1.0,-0.9,2.7,3.3,-1.8,-0.2

7	COc1ccc(NC(=O)C2CCN(c3ncnc4c3nc3n4CCCCC3)CC2)c(OC)c1
8	O=C(c1ccc2c(c1)OCO2)C1CCCN(C(=O)NCc2ccccc2)C1 (stereo unspecified)
9	Cc1ccc(NC2CCCN(C(=O)c3cn4cccc(C)c4n3)C2)cc1C (stereo unspecified)
10	CCCSc1nnc(NC(=O)c2nc(SC)ncc2Cl)s1
11	COc1cccc(-n2nnc3c(=O)n(Cc4ccc(Br)cc4)cnc32)c1
12	C[N+]1(CCCOC(=O)C2(c3ccccc3)CCCC2)CCOCC1

entry no.,7,8,9,10,11,12
NRP1-CendR mod,-69,5,9,-3,-9,5
TbMetRS inhib,-0.2,-0.4,0.0,1.3,-0.5,-0.2
SUMO1 PPI mod,1,-4,4,3,-3,21
Neddylation inh,i,i,i,i,i,i
DNMT1 inh,-3,3,-2,8,2,-1
SKN-1 inh,8,2,-15,5,2,-7
Scp1 inh,-3,-4,-3,-2,-8,74*
NadD inh,5,0,6,-4,-6,17
STEP block,-2,0,1,5,-3,-1
LMPTP block,0.2,0.5,-0.6,0.2,0.1,-0.3

13	Cc1ccc(OCCCCCCN2CCNCC2)c(Br)c1
14	Cc1ccc(NC(=O)C(C)Sc2nnc(C)n2CC2CCCO2)cc1 (stereo unspecified)
15	O=C(Cn1c(=O)n(CCCC(=O)NC2CCCC2)c(=O)c2ccccc21)NCCC1=CCCCC1
16	Oc1cc(-n2cccn2)c(O)cc1-n1cccn1
17	COc1ccc(S(=O)(=O)N2CCC(C(=O)NCCc3ccccc3)CC2)cc1
18	CCOC(=O)c1c(C)[nH]c(C(=O)COC(=O)COc2ccc(OC)cc2)c1C

entry no.,13,14,15,16,17,18
NRP1-CendR mod,6,5,8,-4,13,-4
TbMetRS inhib,-0.6,-0.1,-0.7,-0.5,0.1,-0.2
SUMO1 PPI mod,-3,4,-2,-2,1,-2
Neddylation inh,i,i,i,i,i,i
DNMT1 inh,1,-2,13,-2,-8,2
SKN-1 inh,9,11,19,20,13,10
Scp1 inh,3,-1,2,-2,-7,-7
NadD inh,-13,0,-2,-8,-2,-5
STEP block,3,-1,-1,0,0,-1
LMPTP block,-12,0.1,-1.8,-0.6,-0.6,-1.1

Copied from the list:
entry 15 @ SUMO1 PPI mod = -2
entry 14 @ DNMT1 inh = -2

Next section.
19	Cc1ccc2oc3ccccc3c(=O)c2c1
20	COc1ccc(C2CC=C(C(C)=O)CN2S(=O)(=O)c2ccc(Cl)cc2)cc1 (stereo unspecified)
21	Cc1n[nH]c(C)c1S(=O)(=O)Nc1ccc2c(c1)OCCO2
22	CCC(Oc1ccccc1)C(=O)Nc1ccccc1C(=O)N1CCOCC1 (stereo unspecified)
23	COC(=O)[C@@]1(Cc2ccc(F)cc2)[C@H]2c3cc(C(=O)N(C)C)n(CCO)c3C[C@H]2CN1C(=O)c1ccccc1
24	CCOCCCNC(=O)CC1Oc2ccc(C)cc2NC1=O (stereo unspecified)

entry no.,19,20,21,22,23,24
NRP1-CendR mod,-3,10&1,7,8,-3,-12
TbMetRS inhib,1.1,0.1&-0.7,-0.9,0.2,-0.3,0.1
SUMO1 PPI mod,-2,2&3,-3,0,1,2
Neddylation inh,i,i,i,i,i,i
DNMT1 inh,10,-4&-4,1,0,/,1
SKN-1 inh,21,-5&-4,3,-27,5,13
Scp1 inh,-7,/,-14,-1,/,0
NadD inh,2,-4&-7,6,-4,3,-3
STEP block,0,0&2,-2,-2,/,-2
LMPTP block,0.0,0.4&0.2,-1.5,-1.6,-0.9,-1.8

(next part)
Order of results: NRP1-CendR mod	TbMetRS inhib	SUMO1 PPI mod	Neddylation inh	DNMT1 inh	SKN-1 inh	Scp1 inh	NadD inh	STEP block	LMPTP block
[25] Cc1ccnc(NC(=O)CCCOc2cc(=O)n(C)c3ccccc23)c1
    11&1	-0.1&-0.4	1&-4	i	4&-4	-14&-15	-11	-2&2	-1&-3	-2.3&-0.9
[26] Cc1ccc(-n2nc(C)c3c(C)c(CCC(=O)NCCCOC(C)C)c(C)nc32)cc1
    -5	-1.9	-1	/	4	-1	3	-5	2	2.6
[27] Cc1cccc(OCC(=O)O/N=C(\N)c2ccc(Cl)cc2)c1
    14	-0.2	-3	i	4	1	-1	2	2	1.4
[28] S=C(Nc1cccc(Cl)c1)N1CCN(c2ccccn2)CC1
    1	1.1	4	i	0	-14	-2	3	4	0.7
[29] COc1ccc(CC(=O)N(CCC2=CCCCC2)c2c(N)n(Cc3ccccc3)c(=O)[nH]c2=O)cc1OC
    -2	-0.2	-2	i	2	7	-4	3	-1	-0.9
[30] CC1CCN(S(=O)(=O)c2ccc(C(=O)Nc3ccccn3)cc2)CC1
    -8	-0.4	0	i	3	7	4	-2	0	-1.5
[31] C=CCN(C(=O)CNS(=O)(=O)c1ccccc1)C(C(=O)NCCOC)c1cccnc1 (stereo unspecified)
    -6	-0.7	2	i	4	8	4	1	-1	-0.1
[32] CN(CCCC1CCCC1)C(=O)CCc1nnc(-c2ccccc2)o1
    4	-0.7	1	i	-2	9	4	-1	0	0.4
[33] CSc1nnc(C)c(=O)[nH]1
    17	-0.1	-3	i	0	14	-3	2	0	0.3
[34] COc1ccc(OCC(=O)NC(=S)NNC(=O)COc2ccc(Br)cc2Cl)cc1
    4	0.2	1	i	2	4	-1	6	3	15
[35] CC1(Cc2ccc(Cl)cc2)C(=O)Nc2ccc(S(=O)(=O)NC3CCCCC3)cc21 (stereo unspecified)
    -9	0.2	-5	i	-3	8	/	-8	-2	-0.5
[36] O=C(O)C1CCN(c2ncccn2)CC1
    6	-0.5	-1	i	81*	1	4	0	-3	0.1
[37] CC(=O)CSc1ccc(-c2nc3ccccc3[nH]2)cn1
    -2	1.4	2	i	-5	-2	-10	1	3	0.0
[38] CCOC(=O)C1(Cc2ccccc2C(F)(F)F)CCN(C(C)CSC)CC1 (stereo unspecified)
    -2	-1.1	-3	i	1	-12	0	-9	-3	-0.7
[39] COc1ccc(CCNC(=O)C2CCCN(c3ncnc4c3nc3n4CCCCC3)C2)c(OC)c1 (stereo unspecified)
    -3	-0.4	-1	i	-2	-11	8	3	-1	-0.8

Complete entries, looked up by structure. Order of screens: NRP1-CendR mod	TbMetRS inhib	SUMO1 PPI mod	Neddylation inh	DNMT1 inh	SKN-1 inh	Scp1 inh	NadD inh	STEP block	LMPTP block
C=CCN(C(=O)CNS(=O)(=O)c1ccccc1)C(C(=O)NCCOC)c1cccnc1 (stereo unspecified) as listed: -6	-0.7	2	i	4	8	4	1	-1	-0.1
Cc1ccc(SCC(=O)NCc2cccnc2)cc1 as listed: 17	-0.8	-3	i	0	-18	-20	1	-1	-1.0
C[N+]1(CCCOC(=O)C2(c3ccccc3)CCCC2)CCOCC1 as listed: 5	-0.2	21	i	-1	-7	74*	17	-1	-0.3
Cc1n[nH]c(C)c1S(=O)(=O)Nc1ccc2c(c1)OCCO2 as listed: 7	-0.9	-3	i	1	3	-14	6	-2	-1.5
CCOC(=O)c1c(C)[nH]c(C(=O)COC(=O)COc2ccc(OC)cc2)c1C as listed: -4	-0.2	-2	i	2	10	-7	-5	-1	-1.1

Next structures:
Order of results: NRP1-CendR mod	TbMetRS inhib	SUMO1 PPI mod	Neddylation inh	DNMT1 inh	SKN-1 inh	Scp1 inh	NadD inh	STEP block	LMPTP block
[40] CCOC(=O)C1(CCOc2ccccc2)CCN(Cc2ccc(-n3cccn3)cc2)CC1
    3	-0.3	1	i	1	1	3	-3	3	0.2
[41] COc1ccc(S(=O)(=O)Nc2cccc3c2O[C@H](CN(C)S(=O)(=O)c2cccs2)[C@@H](C)CN([C@H](C)CO)C3=O)cc1
    -1	-0.3	-2	i	1	18	2	-6	-1	-1.5
[42] O=C(CSc1ccccc1)Nc1nnc(-c2ccco2)o1
    3	-0.1	9	i	3	5	-1	6	1	-0.9
[43] Cc1ccccc1C(=O)c1cccn1CC(=O)NCCC1=CCCCC1
    10	-0.7	1	i	-1	-1	-6	0	5	0.9
[44] O=C(NCc1ccc(F)cc1)C1CCCN1C(=O)Nc1cccc(F)c1 (stereo unspecified)
    16	-1.1	2	i	7	9	-2	-5	1	-0.9
[45] Cc1ccc2nc(-c3ccc(NC(=O)CN4CCN(C(=O)c5ccco5)CC4)cc3)sc2c1
    -26	-0.2	-7	i	-12	8	44	15	3	1.6
[46] O=C(CSc1ncccn1)n1c2c(c3ccccc31)CCCC2
    -12	-0.7	-4	i	-5	11	-5	2	0	2.6
[47] CCOc1ccccc1-n1nnnc1SCC(=O)O
    -8	-0.4	3	i	44	1	-12	-3	-1	-1.2
[48] CCOc1ccccc1NC(=O)CSc1nc(=O)n(CCCN2CCOCC2)c2c1CCCC2
    2	-0.4	3	i	-2	7	-3	0	2	1.3
[49] O=C(NC(=O)c1ccccc1F)OCc1ccc(Cl)cc1Cl
    10	0.0	2	i	-1	6	-10	-6	0	1.2
